# Lamin A splicing – qHTS Assay for Modulators of Lamin A Splicing | actives 0.01% (n = 200,000) | Potency, µM (highest dose often 46.1 µM), without a hit: at the top dose ratio change, negative = inhibition, hits mostly inhibitors | HeLa LMNA splicing GFP/RFP minigene ratio, 48 h | AID 1487, 2009; active = well fitted inhibition curve with a large enough effect in the signal ratio, with a control signal flat, not every such curve was filed as active; inconclusive = small, poorly fitted or top-dose-only effect, or effect the other way, or a change in a side signal; the % refers to the signal ratio; note: potency is the fitted concentration of half-maximal effect; % is set by controls: 0 for no effect and ±100 for the full control effect
#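 S3 HeLa stable clones carrying a lamin A-EGFP splicing minigene plus DsRed2 were seeded at 600 cells/well in Opti-MEM with 2% FBS, pin-dosed and incubated 48 h at 37°C. Acumen cytometry (488 nm) gave the GFP/RFP total-intensity ratio.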
# NPSR antagonist – qHTS Assay for Antagonists of the Neuropeptide S Receptor: cAMP Signal Transduction. Q6W5P4. Potency, µM (top dose mostly 38.3 µM), for inactives: top-dose activity change, negative = inhibition, hits mostly inhibitors. actives 1% (n = 220,000). CHO-NPSR cells, cAMP TR-FRET, antagonist mode; note: potency is the fitted concentration of half-maximal effect; % is set by controls: 0 for no effect and ±100 for the full control effect; nearly all actives have a fitted effect of over 50% in size; many of its hits are not listed in these tables
# Target sequence (Q6W5P4 whole entry, looked up): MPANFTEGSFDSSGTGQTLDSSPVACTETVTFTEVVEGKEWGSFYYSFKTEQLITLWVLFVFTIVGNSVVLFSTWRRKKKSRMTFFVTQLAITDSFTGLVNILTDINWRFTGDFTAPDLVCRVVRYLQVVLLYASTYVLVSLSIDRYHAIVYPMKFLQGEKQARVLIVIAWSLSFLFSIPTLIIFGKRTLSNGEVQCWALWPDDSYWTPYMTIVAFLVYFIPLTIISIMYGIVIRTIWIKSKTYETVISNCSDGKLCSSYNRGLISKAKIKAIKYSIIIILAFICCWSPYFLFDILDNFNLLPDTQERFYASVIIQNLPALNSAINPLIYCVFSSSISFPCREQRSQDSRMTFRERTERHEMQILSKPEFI
# HttQ103 aggreg – qHTS Multiplex Assay to Identify Dual Action Probes in a Cell Model of Huntington: Aggregate Formation (GFP) | PC12 HttQ103-GFP aggregates, Acumen cytometry, 40 h | Potency, µM (top dose mostly 46.1 µM), for inactives: top-dose activity change, negative = inhibition, usual class: inhibitors | actives 1.1% (n = 220,000) | AID 1688, 2009; note: potency is the fitted concentration of half-maximal effect; % is set by controls: 0 for no effect and ±100 for the full control effect; nearly all actives have a fitted effect of over 60% in size
#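 Inducible Q103 Huntingtin exon 1–GFP PC12 line, 1500 cells/well in phenol red free DMEM with 5% equine and 5% calf serum. Tebufenozide 100 nM induced expression; compounds titrated; aggregates quantified by cytometry.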
# IMPase Li cell – qHTS Assay for Identifying the Cell-Membrane Permeable IMPase Inhibitors: Potentiation with Lithium. CHO-M1 cells, IP1 TR-FRET (IP-One), carbachol + lithium. Potency, µM (top dose mostly 59.4 µM), inactives show at the highest dose activity, negative = IMPase inhibition, usual class: inhibitors. actives 0.35% (n = 210,000). AID 1457, 2008;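 note: IP1 builds up when IMPase is blocked and the TR-FRET signal falls; potency is the fitted concentration of half-maximal effect; plate controls were basal vehicle for no effect and high inhibitor control for full effect; nearly all actives have a fitted effect of over 50% in size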
#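 Concentration–response in CHO-M1 cells, lithium-potentiated; 30 min at 37C. IP1 detected by competitive TR-FRET after 10 min lysis at RT. Hill-fitted AC50.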
# Epigenetic derep – Quantitative High-Throughput Screen for Regulators of Epigenetic Control; murine LDR cells, GFP reporter derepression, 30 h; Potency, µM (doses to about 53.9 µM), for the others: top-dose GFP activation, most hits filed as activators; actives 0.2% (n = 280,000); note: potency is the fitted concentration of half-maximal effect; % of control where 0% means no effect; nearly all actives have a fitted effect of over 60% in size
#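 Derepression of a silenced CMV-GFP reporter in murine LDR cells is scored by enumerating GFP-positive cells with a laser-scanning microplate cytometer after 30 hours of treatment at 37 C.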
# CBFb RUNX1 block – qHTS Assay for Compounds Blocking the Interaction Between CBF-beta and RUNX1 for the Treatment of Acute Myeloid Leukemia; AlphaScreen CBFb-His/RUNX1-biotin binding, biochemical; Potency, µM (series often up to 59.8 µM), inactives show at the top dose activity, negative = inhibition, actives largely listed as inhibitors; 230,000 tested, under 10 active; AID 1477, 2009; note: % of control where 0% means no effect
# Target sequence (Q01196 whole entry, looked up): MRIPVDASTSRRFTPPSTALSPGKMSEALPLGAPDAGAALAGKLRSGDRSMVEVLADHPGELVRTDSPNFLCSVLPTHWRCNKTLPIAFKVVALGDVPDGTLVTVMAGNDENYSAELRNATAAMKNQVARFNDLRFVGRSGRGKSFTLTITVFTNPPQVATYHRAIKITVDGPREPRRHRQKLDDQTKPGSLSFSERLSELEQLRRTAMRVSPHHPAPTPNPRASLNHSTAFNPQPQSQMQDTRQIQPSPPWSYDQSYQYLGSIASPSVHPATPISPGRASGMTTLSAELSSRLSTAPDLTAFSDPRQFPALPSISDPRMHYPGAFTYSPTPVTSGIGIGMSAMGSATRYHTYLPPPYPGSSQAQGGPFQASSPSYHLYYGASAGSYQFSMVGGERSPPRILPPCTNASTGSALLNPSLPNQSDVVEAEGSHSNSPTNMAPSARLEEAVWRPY
# Target sequence (Q13951 whole entry, looked up): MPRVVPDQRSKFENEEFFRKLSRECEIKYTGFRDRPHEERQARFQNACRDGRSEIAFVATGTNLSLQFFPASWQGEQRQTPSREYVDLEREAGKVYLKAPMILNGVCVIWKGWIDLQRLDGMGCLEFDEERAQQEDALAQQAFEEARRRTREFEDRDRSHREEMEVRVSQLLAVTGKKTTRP
#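 CBFb-His/RUNX1-biotin, 30 nM each, preincubated 20 min RT; compound 15 min RT; Ni + streptavidin beads 50 ng each, 90 min RT; AlphaScreen read.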
# KinaseGlo FLuc – Counterscreen for Luciferase (Kinase-Glo TM) Inhibition. AID 1379, 2008. Potency, µM (doses to about 38.3 µM), for the others: at the highest dose activity change, negative = inhibition, hits mostly inhibitors. Kinase-Glo luciferase, ATP luminescence, 8 min. actives 0.28% (n = 200,000); note: potency is the fitted concentration of half-maximal effect; % is set by controls: 0 for no effect and ±100 for the full control effect; nearly all actives have a fitted effect of over 60% in size
#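 Inhibition of Kinase-Glo luciferase light generation was assessed at 10 uM ATP in pH 7.2 imidazole buffer, with luminescence measured after eight minutes at ambient temperature.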
# Active calls of the source: *; u = inconclusive; x = not tested or not shown; [ ] = dose if it differs, or a comment. Unless noted, calls come from the whole dose curve; as a rule, active = well fitted curve in the direction sought with a large enough effect; inconclusive = small, poorly fitted or top-dose-only effect, or another doubt; inactive = no such curve, though single readings can be large; an effect the other way counts as inactive or inconclusive.
structure	Lamin A splicing	NPSR antagonist	HttQ103 aggreg	IMPase Li cell	Epigenetic derep	CBFb RUNX1 block	KinaseGlo FLuc
COc1ccc(N2C(=O)C(CC(=O)Nc3ccc(F)cc3)N(CCc3ccc(OC)c(OC)c3)C2=O)cc1 (configuration not stated)	x	-7%	22%	-3%	-1.2%	-5%	1%
O=S(=O)(Nc1cc(Cl)ccn1)c1ccc(Cl)cc1	-7%	-8%[46.1 µM]	-13%	33%[38.3 µM]	0.8%	4%	0%
Cc1noc(COc2ccccc2OCC(O)CNC(C)(C)C)n1 (configuration not stated)	-4%	14%[46.1 µM]	14%	29%[38.3 µM]	-1.5%	3%	1%
CCN(C(=O)COC(=O)c1ccccc1Nc1cccc(C)c1C)C1CCS(=O)(=O)C1 (configuration not stated)	u	u	1%	44%[activator][38.3 µM]	-1.8%	0%	3%
CSc1nc2nc3c(c(=O)n2[nH]1)CCCC3	-8%	-7%[46.1 µM]	4%	3%	-5.7%	-3%	-4%
O=C1OC(Nc2ccc(F)c([N+](=O)[O-])c2)c2ccccc21 (configuration not stated)	x	13%	21%[9.22 µM]	x	-1.9%	3%	x
CN(C)S(=O)(=O)c1cccc(NC(=O)c2ccc(N3CCOCC3)c([N+](=O)[O-])c2)c1	u	5%	u	16%	-1.8%	0%	1%
COc1ccccc1NS(=O)(=O)c1ccc(O)cc1	-10%	-4%[46.1 µM]	7%[9.22 µM]	17%[38.3 µM]	-1.4%	2%	2%
COc1ccc(CN2CCNC(=O)C2CC(=O)N2CCCCO2)c(OC)c1 (configuration not stated)	10%[46 µM]	-9%	15%[9.22 µM]	-5%	-0.2%	5%	0%
O=C(Nc1ccccc1Cl)c1ccc(Cl)cc1Cl	x	-14%	-4%	9%	0.2%	12%	3%
Cc1cc(O)c2/c(=N\N)c(-c3csc(C)n3)coc2c1	7%[46 µM]	7%	0%[9.22 µM]	x	-1.7%	2%	x
Cc1ccc(N2C(=O)C3ON(c4ccccc4)C(CC(C)C)C3C2=O)cc1 (configuration not stated)	x	-1%[7.67 µM]	-15%[9.22 µM]	x	1.1%	3%	x
Cc1cc(C(=O)COC(=O)C2=NNC(=O)CC2)c(C)n1-c1cccc(C(F)(F)F)c1	-3%	1%[46.1 µM]	-9%	-2%[38.3 µM]	-1.0%	1%	-3%
COc1ccccc1Nc1nc(N)nc(CN2CCN(c3ccccc3)CC2)n1	2%	-18%[46.1 µM]	0%	30%[38.3 µM]	0.8%	-15%	-2%
Cc1nc(NC(=O)COC(=O)CCC(=O)c2cccs2)c(Cl)cc1Cl	3%	13%	31%	2%	1.3%	17%	1%

# Going on with the list:
structure	Lamin A splicing	NPSR antagonist	HttQ103 aggreg	IMPase Li cell	Epigenetic derep	CBFb RUNX1 block	KinaseGlo FLuc
C(=N\n1cnnc1)/c1cn(Cc2ccccc2)c2ccccc12	21%	-12%[46.1 µM]	4%	0%[38.3 µM]	-1.0%	0%	12%
C/C(=C(\C#N)C(=O)NCc1ccccc1)N(C)C	8%	-4%[46.1 µM]	-9%	21%[38.3 µM]	-2.9%	4%	-6%
CCOC(=O)c1oc2ccc(Br)cc2c1NC(=O)CN1CCN(C)CC1	-9%	11%[46.1 µM]	2%	42%[activator][38.3 µM]	-2.0%	12%	-1%
O=C(NCc1cn(-c2ccccc2)nc1-c1ccc(F)cc1)c1cccc([N+](=O)[O-])c1	u	-23%	u	15%	0.0%	1%	-2%
CCOC(=O)c1cc(NC(=O)Nc2nc3ccccc3s2)c(C)nc1C	-7%	6%	-12%	5%	-1.1%	0%	1%
CCOc1ccc2nc(NC(=O)CN3CCC(n4nnc5cc(C(F)(F)F)ccc54)CC3)sc2c1	4%	-10%[46.1 µM]	-9%	2%[38.3 µM]	-0.8%	1%	-1%
O=C(CCCCCn1c(=O)[nH]c2ccccc2c1=O)NCCCN1CCN(c2ccccc2F)CC1	-19%	-3%[46.1 µM]	10%[9.22 µM]	41%[activator][38.3 µM]	3.9%	4%	3%
CCOC(=O)c1c(N)c(C#N)c2n1CCCC2	16%	-1%[46.1 µM]	7%	-2%[38.3 µM]	2.0%	0%	-2%
NC(=O)COC(=O)c1cccc(S(=O)(=O)N2CCN(c3ccccc3)CC2)c1	-13%[46 µM]	3%	5%	0%	-1.9%	-1%	1%
Cc1cccc(Oc2ncnc(N)c2[N+](=O)[O-])c1	u	22%	3%	2%	-1.0%	5%	3%
CCC(=NCc1ccccc1)C1=C(O)C(C(=O)OC)C(C)(C)CC1=O (configuration not stated)	-4%	-5%[46.1 µM]	20%	x	-12%	-6%	x
COc1ccc(CN2C(=O)c3cccnc3C2Nc2cc(Cl)c(OC)cc2OC)cc1 (configuration not stated)	2%	-26%[46.1 µM]	0%	-2%[38.3 µM]	3.1%	-5%	-4%
N#Cc1c(N)oc(-c2cccs2)c1-c1cccs1	5%	-3%[46.1 µM]	13%	11%[38.3 µM]	0.0%	-3%	-4%
COc1cc(NC2c3ccccc3C(=O)N2c2ccc(C)cn2)cc(OC)c1OC (configuration not stated)	5%	24%	10%	6%	0.0%	-4%	-16%
Clc1ccc(-c2nnnn2-c2ccc(Cl)c(Cl)c2)cc1Cl	u	-13%[46.1 µM]	5%[9.22 µM]	1%[38.3 µM]	-8.2%	23%	2%

# Part of the list above, showing only IMPase Li cell and Lamin A splicing:
canonical_smiles	IMPase Li cell	Lamin A splicing
CCOc1ccc2nc(NC(=O)CN3CCC(n4nnc5cc(C(F)(F)F)ccc54)CC3)sc2c1	2%[38.3 µM]	4%
O=C(CCCCCn1c(=O)[nH]c2ccccc2c1=O)NCCCN1CCN(c2ccccc2F)CC1	41%[activator][38.3 µM]	-19%

# (cont.)
structure	Lamin A splicing	NPSR antagonist	HttQ103 aggreg	IMPase Li cell	Epigenetic derep	CBFb RUNX1 block	KinaseGlo FLuc
CCc1c(C)c2ccc(OCC(=O)OC(C)C)c(C)c2oc1=O	1%	-7%[46.1 µM]	-9%	35%[activator][38.3 µM]	1.1%	5%	0%
O=C(NC1CC2CCCC(C1)N2S(=O)(=O)c1ccccc1)c1ccccc1 (configuration not stated)	u	0%[46.1 µM]	u	50%[activator][38.3 µM]	-0.7%	3%	-6%
CCn1c(SC)nnc1-c1nnc(SC)n1CC	-1%	26%[46.1 µM]	13%	24%[38.3 µM]	0.0%	8%	-4%
COc1ccc(/C=N/Nc2ncnc3scc(-c4ccccc4)c23)cc1OC	u	u	-9%	28%[38.3 µM]	7.4%	2%	3%
CCC(C)(C)n1nnnc1C(c1cc(OC)ccc1OC)N1CCC(C(N)=O)CC1 (configuration not stated)	8%	-9%[46.1 µM]	-11%	1%	0.8%	u	0%
O=C(CC1Oc2ccccc2NC1=O)NCCCN1CCCC1=O (configuration not stated)	-5%	-5%[46.1 µM]	0%	-3%[38.3 µM]	-3.1%	-4%	-2%
Cc1ccc(-c2nnn(CC(=O)N(CCN3CCOCC3)C(C(=O)NC3CCCC3)c3ccncc3)n2)o1 (configuration not stated)	x	2%	6%[9.22 µM]	-9%	11%	-7%	0%
COc1ccc(/C=N/NC(=O)c2c(-c3ccccc3)noc2C)cc1	4%	2%	17%	13%	1.6%	9%	0%
COc1cc(C2Nc3cccc4cccc(c34)N2)ccc1OC(C)=O	0%	-12%[46.1 µM]	10%	7%[38.3 µM]	-2.6%	-2%	-2%
CCOP(=O)(OCC)C(NC(=O)c1ccc(OC)cc1)c1ccccc1 (configuration not stated)	x	1%	-9%	4%	1.1%	5%	x
CC(=O)Nc1nnc(-c2ccc(Cl)s2)o1	-14%	-21%[46.1 µM]	-24%	15%[38.3 µM]	0.8%	-3%	-4%
COC(=O)c1cc(NS(=O)(=O)c2ccc(F)cc2)ccc1N1CCOCC1	x	0%	-9%[9.22 µM]	x	0.1%	7%	x
Cc1cc(=O)c2ccccc2n1CC(=O)NCc1ccccc1	u	23%	-13%	1%	0.0%	7%	-1%
Cc1ccc(S(=O)(=O)N(C)C)cc1NC(=O)c1cccnc1Oc1ccccc1	1%[46 µM]	48%	13%[9.22 µM]	x	1.1%	-1%	x
COc1cc(CC(=O)OCC(=O)Nc2cc([N+](=O)[O-])ccc2Cl)cc(OC)c1OC	5%	15%	-7%	1%	-1.5%	-4%	-1%

# Other results:
structure	Lamin A splicing	NPSR antagonist	HttQ103 aggreg	IMPase Li cell	Epigenetic derep	CBFb RUNX1 block	KinaseGlo FLuc
Cc1cccc(NC(=O)Nc2cnccn2)c1	x	5%	34%[9.22 µM]	-2%	1.4%	3%	-5%
COc1ccc(CC(=O)OCC(=O)NCc2ccc(Cl)cc2)cc1	x	13%	-5%	-10%	0.0%	18%	6%
Cc1cc(N2CCOCC2)ccc1/C=C1\NC(=O)N(Cc2ccccc2F)C1=O	x	9%	5%	-5%	u	4%	-2%
O=C(Nc1ccsc1C(=O)NC1CCCCC1)c1ccc(F)cc1	11%	-10%[46.1 µM]	-24%	28µM*	5.0%	-6%	-1%
CN(C)S(=O)(=O)c1ccc(C(=O)Nc2ccc(S(=O)(=O)NC3=NCCCCC3)cc2)cc1	-3%	-1%[46.1 µM]	1%	31%[activator][38.3 µM]	2.9%	-12%	1%
COc1cc(C(=O)NCCc2ccc(S(=O)(=O)N3CCCC3)cc2)cc(OC)c1OC	13%[46 µM]	3%	-5%	17%	-1.6%	13%	2%
FC(F)(F)c1cccc(Cc2noc(CN3CCC(N4CCCCC4)CC3)n2)c1	5%[46 µM]	-4%	6%[9.22 µM]	23%	0.0%	14%	1%
CN1CCN(C(=O)C2CCN(c3ncc(C(F)(F)F)cc3Cl)CC2)CC1	u	14%	-11%	27%	1.1%	4%	1%
COC(=O)[C@H](CCSC)NC(=O)NCc1cccs1	4%	-6%[46.1 µM]	-13%	2%[38.3 µM]	0.6%	2%	2%
Cc1nc2sc(C(c3ccc(F)cc3)N3CCOCC3)c(O)n2n1 (configuration not stated)	5%	4%[46.1 µM]	u	-4%[38.3 µM]	-1.1%	1%	-2%
O=C1C2C3CCC(C3)C2C(=O)N1Cc1ccccc1 (configuration not stated)	-3%	16%	-2%	12%	1.0%	3%	2%
CCC(CC)NC(=O)Nc1ccccc1C	9%[46 µM]	3%	-10%[9.22 µM]	6%	-4.9%	3%	-1%
Cc1cc(C)n2ncc(C(=O)NCc3cccnc3)c2n1	-2%	-4%[46.1 µM]	-15%	14%[38.3 µM]	-1.0%	2%	-3%
O=C(CSc1nnc(-c2ccc(S(=O)(=O)N3CCOCC3)cc2)o1)c1ccccc1F	2%	14%[46.1 µM]	-11%	-29%[38.3 µM]	4.1%	6%	-3%

# A portion of the library; count on the stated rates, not on these rows.
